# Bioassay records: PubChem, several laboratories
# T cell modulator = modulators of CD8 T cell-vesicle binding, primary screen, mouse 2C CD8+ T cells, flow cytometry | 2C CD8+ T cell-vesicle binding; stronger effect = lower value | calls only at 7 µM | 330,000 compounds, 0.068% hits | AID 2052, 2009;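 active = response, share of CD8 T cells binding vesicles, and their 90th percentile fluorescence all below set limits, cut at about 80% in these data, passing the limit was not always enough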
#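 Material: 2C TCR transgenic mouse naive CD8+ T cells, MACS-purified. Also added: QL9-charged Drosophila Ld/ICAM-1/B7-1 vesicles. Timing: binding 1.5 h at 37 °C. Measured by: high-throughput flow cytometry with anti-B7-1 and anti-CD8 staining. Read-out: percent CD8+ FL2 mean versus row control. Controls: Unloaded micro-vesicles (low), QL9 vesicles with 0.7% DMSO (high).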
# Autophagy mod = autophagy modulators in MEF cells, primary screen, imaging, high-content, MEF GFP-LC3; MEF GFP-LC3 puncta imaging; test concentration mostly 10 µM; calls only at 10 µM (by protocol); 190,000 compounds, 0.98% hits; AID 463193, 2010;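 active = percentage of spot-positive cells more than 3 SD above its plate mean, without a fluorescence outlier flag or 80% toxicity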;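 also: spot-positive cell cutoff set from DMSO-treated cells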
# P. falciparum M1AAP = P. falciparum M1AAP inhibitors, biochemical, fluorogenic H-Leu-NHMec substrate, 1536-well (AID 1445); 220,000 compounds, 0.42% hits; recombinant M1AAP, H-Leu-NHMec fluorogenic kinetic assay; higher % means a stronger effect; inhibition, % at 30 µM; hits with a dose series show IC50 in µM; Aminopeptidase N (Plasmodium falciparum (isolate 3D7));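 active = primary inhibition above the hit cutoff, then over 50% inhibition at one or more dose response concentrations, cut at about 23% in these data, passing the limit was not always enough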;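 also: plate controls were DMSO full reaction for no effect and no enzyme background for full effect; strong numbers were not always called active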
# MT stabilizer = microtubule stabilizers in HeLa cells, primary screen, imaging, high-content imaging; % tubulin-high responders, % at 10 µM; 200,000 compounds, 0.83% hits; AID 2205, 2009; HeLa tubulin immunostaining HCS, 24 h; share of cells brighter than vehicle mean+2SD;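 active = plate Z-score above 3 for both tubulin-high and condensed-nucleus cell shares, with cell loss under 80%, at 10 µM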;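 also: anti alpha tubulin signal scored within the nucleus-defined area of each cell; some results filed as inactive read as strong as hits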
# Yfh1-depleted yeast = enhancers of respiration in Yfh1-depleted yeast, dose response, Friedreich's ataxia, plus single-dose screen (AID 1465) | S. cerevisiae Yfh1-off respiration, WST-1 reduction, 72 h; higher fold induction means a stronger effect | fold induction at 50 µM; hits with a dose series show EC50 in µM | 220,000 compounds, 0.074% hits;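 active = fold induction of absorbance versus untreated yeast above a set limit, then at least 30% activation at any dose in follow-up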;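 also: activators that raise dye reduction in frataxin-depleted yeast; strong numbers were not always called active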
# M17LAP inhibition = P. falciparum M17LAP inhibitors, primary screen, biochemical, fluorogenic H-Leu-NHMec substrate, 1536-well (AID 1619); Leucine aminopeptidase (Plasmodium falciparum (isolate 3D7)); recombinant M17LAP, H-Leu-NHMec fluorogenic kinetic assay; higher % means a stronger effect; inhibition, % at 30 µM; hits with a dose series show IC50 in µM; 220,000 compounds, 0.38% hits;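 active = compound inhibiting the enzyme by more than half at any dose during confirmatory dose-response retesting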;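 also: plate controls were full reaction with DMSO carrier for no effect and no enzyme background for full effect; strong numbers were not always called active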
# bCat nuc transl = modulators of beta-catenin nuclear translocation, primary screen, imaging, HeLa cells, immunofluorescence, high-content | nuclear translocation activity, % at 5 µM | 190,000 compounds, 0.3% hits | AID 1665, 2009;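 active = nuclear translocation activity above 50% at 5 µM, with a well cell count of 50 or more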;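 also: per-cell ratio of nuclear to cytoplasmic median beta-catenin stain intensity; plate controls were DMSO negative control for no effect and GSK-3 inhibitor IX positive control for full effect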
#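 Test system: human HeLa cells, native beta-catenin. Compound dosing: 5 µM primary single dose, 0.1% DMSO, 0.02–20 µM confirmation series. Incubation: compound exposure 24 h at 37°C. Detection: beta-catenin immunostaining with DAPI counterstain, 20x imaging, 6 fields/well. Read-out basis: Nuclear/cytoplasmic beta-catenin signal ratio, % activation.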
# WT yeast gro inh = growth inhibition of WT strain, primary screen, mitochondrial fusion inhibitor project, WT and mutant strains, chemical genetic | mitochondrial fusion phenotypic screen | inhibition, % at 10 µM | 190,000 compounds, 2.1% hits | AID 1362, 2008; in the data active = inhibition above about 58%; tested in S. cerevisiae
# Dynein transport = inhibitors of GR-EGFP nuclear translocation, primary screen, dynein cargo transport inhibitor project, imaging, high-content, 3617.4 mouse cells. 220,000 compounds, 0.47% hits. z-score, hits read low. test concentration mostly 20 µM; stimulated with dexamethasone, 1 µM; stronger effect = lower value;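 active = plate z-score of nuclear minus cytoplasmic receptor signal below a set negative limit, without overly bright fluorescence or cell loss, cut at about -3.5 in these data, passing the limit was not always enough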;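 also: z-score of nuclear minus cytoplasmic ring GR-EGFP intensity difference per well; some compounds called inactive have numbers as strong as hits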
#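 Buffer or medium: tet-free medium with charcoal-stripped serum / Also added: dexamethasone agonist, 1.0 µM final, for 30 min / Timing: induction 48 h, compound 1 h, agonist 30 min / Measured by: high-content fluorescence imaging after fixation / Read-out: nuclear-to-cytoplasmic GR-EGFP distribution per well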
# WT yeast gro inh mutant strain = second read-out of WT yeast gro inh, no call of its own (marks repeat the call); inhibition, %; mitochondrial fusion phenotypic screen, mutant strain inhibition
# Dynein transport cytoplasmic EGFP = second read-out of Dynein transport, no call of its own (marks repeat the call); z-score; measured here: cytoplasmic GR-EGFP intensity; stronger effect = higher value
# Dynein transport nuclear GR-EGFP = second read-out of Dynein transport, no call of its own (marks repeat the call); z-score; measured here: nuclear GR-EGFP intensity;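 lower value marks the stronger effect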
# Dynein transport cell count = second read-out of Dynein transport, no call of its own (marks repeat the call); z-score; measured here: cell count per field
# bCat nuc transl cell count 5 µM = also measured in bCat nuc transl; calls as there; cell count; measured here: cell count, cytotoxicity flag
# T cell modulator vesicle-bound % = also measured in T cell modulator; calls as there; double positive events, %; measured here: CD8+ vesicle-bound cell fraction;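 binding gate set so that unloaded-vesicle control wells show 10% double positive cells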
# MT stabilizer Hoechst-high % = also measured in MT stabilizer; calls as there; % Hoechst-high responders; measured here: nuclear condensation Hoechst responders;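 share of cells brighter than vehicle mean plus two SD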
# MT stabilizer cytotoxicity % = second read-out of MT stabilizer, no call of its own (marks repeat the call); toxicity, %; measured here: cytotoxicity by cell density;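 0% = mean cell density of plate MIN control wells and 100% = no cells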
# Autophagy mod cell loss 18 h = second read-out of Autophagy mod, no call of its own (marks repeat the call); toxicity, %; measured here: cell loss, nuclei count;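 cell loss after 18 h compound exposure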
# Numbers without * were called inactive; i = inactive; . = no result given.
SMILES,T cell modulator,T cell modulator vesicle-bound %,Autophagy mod,Autophagy mod cell loss 18 h,P. falciparum M1AAP,MT stabilizer,MT stabilizer Hoechst-high %,MT stabilizer cytotoxicity %,Yfh1-depleted yeast,M17LAP inhibition,bCat nuc transl,bCat nuc transl cell count 5 µM,WT yeast gro inh,WT yeast gro inh mutant strain,Dynein transport,Dynein transport cytoplasmic EGFP,Dynein transport nuclear GR-EGFP,Dynein transport cell count
CS(=O)(=O)N1CCN(c2ccc(NC(=O)Cc3ccccc3)cc2)CC1,i,5,i,-2,6%,3.3,1.7,6.0,i,0%,-3.4,830,11,6,-0.076,-0.13,0.033,0.067
CCOC(=O)N1CCN(C(=O)c2cnn3c(C(F)F)cc(-c4ccc(C)cc4)nc23)CC1,i,57,i,3,4%,4.0,1.1,9.4,i,-7%,-0.9,1009,3,10,-0.82,-0.2,-0.13,0.25
N#CC1=C(N)C(C#N)(C#N)[C@H](c2ccncc2)[C@H]2CN(C(=O)OCc3ccccc3)CC=C12,i,31,i,15,15%,3.3,1.6,1.9,i,-34%,-2.3,1281,2,0,-0.32,0.37,0.19,-0.26
CC(C)(C)NC(=O)NC(=O)CN1CCN(c2ncc(C(F)(F)F)cc2Cl)CC1,i,42,i,-4,-1%,2.6,1.7,7.1,i,9%,.,.,13,14,-0.65,-0.019,-0.11,0.5
CCC(OC(=O)c1cc2sccc2n1C)C(=O)NCC1CCCO1 (stereo unspecified),i,38,i,-3,-3%,1.6,1.5,7.8,i,6%,-7.1,1020,6,19,-0.41,0.38,-0.23,0.37
CC(=O)N1C(c2ccccc2)CC(=O)OC1c1ccc2c(c1)OCO2 (stereo unspecified),i,31,i,-2,0%,3.1,2.5,4.4,i,-7%,-1.3,1145,6,-23,-1.1,-0.23,-0.62,0.82
CCN(Cc1ccccc1)C(=O)C1CCN(Cc2ccc(SC)cc2)CC1,i,2,i,4,-6%,4.0,2.6,7.5,i,35%,0.8,1547,-14,8,-0.65,-0.27,-0.18,0.45
Cn1ncc(Cl)c1C(=O)N/N=C/c1ccccn1,i,3,i,7,-3%,2.7,3.5,5.4,i,21%,1.4,932,-6,-1,-0.57,-0.21,-0.67,0.98
O=C(NCC1CCCO1)c1ccc(CNS(=O)(=O)c2ccc(F)c(Cl)c2)cc1 (stereo unspecified),i,54,i,4,2%,1.7,1.7,4.3,i,4%,-1.5,1151,-5,-8,-0.54,-0.27,-0.18,0.25
CCOC(=O)Nc1ccc(C(N)=O)cc1,i,14,i,3,-1%,1.9,2.4,15,i,-1%,-1.5,749,-2,-2,-0.53,-0.28,0.11,0.15
O=C1c2nccnc2C(=O)N1c1ccc(F)cc1,i,16,i,16,-3%,3.7,1.4,4.3,i,9%,0.4,1109,11,1,2.1,0.53,1.7,-1.5
CCc1c(C)n2nc(C)cc2[nH]c1=O,i,16,i,-1,8%,1.8,1.4,7.0,i,-13%,-7.3,1254,-3,-7,1,-0.2,0.58,-0.82
Cc1c(C(=O)C(=O)NCc2cccs2)c2ccccc2n1C,i,37,i,-2,4%,3.7,1.9,4.2,i,1%,-1.0,1109,7,-4,-1,-0.26,-0.41,0.38
C#CCSc1nnnn1-c1ccc(Br)c(C)c1,i,56,.,.,4%,.,.,.,i,-3%,-4.8,1210,.,.,-0.04,-0.21,-0.28,0.048
O=C(CSc1nc2ccccc2o1)N1c2ccccc2Sc2ccc(Cl)cc21,i,52,i,14,6%,2.2,1.1,6.5,i,2%,.,.,.,.,-0.21,-0.18,0.19,0.39
C/C(=N\NC(=O)CCCCCNC(=O)c1ccccc1)c1ccccc1O,i,38,i,6,0%,2.5,3.5,7.6,i,1%,-4.3,522,-5,-2,0.24,-0.27,0.96,-0.18
COc1ccc(/C=C/c2cc(C(F)(F)F)on2)cc1,i,37,.,.,-2%,.,.,.,i,-4%,-0.7,1386,.,.,-0.089,-0.21,-0.073,0.35
O=C(CSc1ccccc1)N1CCN(C(=O)c2ccco2)CC1,i,7,i,9,1%,2.9,3.2,3.2,i,4%,-1.4,1132,-4,3,-1,-0.32,-0.053,0.89
CN(Cc1cccc(C(F)(F)F)c1)Cc1nc(-c2cnccn2)no1,i,32,i,-27,1%,2.7,1.9,2.3,i,0%,-2.5,914,7,15,-1.2,-0.28,-0.75,1
CC1(c2cnc(Nc3ccccc3)s2)CCC(=O)O1 (stereo unspecified),i,52,i,-7,8%,2.9,3.7,8.1,i,1%,-1.1,1183,-6,-10,-0.48,-0.041,-0.25,0.83
Cc1ccc(S(=O)(=O)N(C)c2ccc(N)cc2)cc1,i,20,i,-6,0%,2.2,2.0,9.6,i,15%,-3.7,1226,0,10,-0.51,0.089,-0.079,0.79
NS(=O)(=O)c1ccc(NC(=O)CSc2ncnc3ccccc23)cc1,i,52,i,-10,1%,3.2,1.1,5.0,i,-2%,-1.4,982,-1,-11,1,-0.12,1.1,-0.96
COc1ccc(-c2cc(C(=O)N3CCN(c4ccccc4OC)CC3)no2)cc1OC,i,28,i,-3,1%,4.8,2.3,12,i,6%,-3.3,1158,28,-2,1.2,-0.28,1.6,-1.7
O=C(NCc1ccc(Cl)cc1)C(=O)NCC(c1cccnc1)N1CCN(c2ccc(F)cc2)CC1 (stereo unspecified),i,58,i,8,6%,1.2,1.0,5.1,i,5%,-1.7,1141,27,-4,0.37,-0.3,-0.16,-0.19
Cc1ccc(S(=O)(=O)N(C)Cc2cc3ccccc3[nH]c2=O)cc1,i,20,i,-7,-2%,2.7,1.0,29,i,-4%,.,.,-14,-15,0.93,-0.29,0.83,-0.097
CCC1NC(=S)N(C2CCCCC2)C1=O (stereo unspecified),i,31,i,-1,2%,1.3,0.7,6.6,i,10%,.,.,13,10,-0.62,-0.2,-0.81,0.25
CCOc1cc(/C=N/NC(=O)COc2nc(C)cc(COC)c2C#N)ccc1O,i,47,i,0,5%,4.4,1.5,9.5,i,6%,1.8,1137,-5,-4,-0.058,-0.25,0.0041,0.28
COc1cc(SC)ccc1C(=O)OCC(=O)NC1CCCCC1,i,24,i,17,0%,5.7,1.7,6.5,i,0%,0.0,1099,3,-2,-0.38,-0.34,0.08,1.2
C=CCNC(=O)c1nc2ccccc2s1,i,10,i,6,0%,3.4,1.9,4.7,i,17%,0.0,993,-11,-5,1.2,-0.2,0.3,0.17
COC(=O)NC(Nc1sc2c(c1C(N)=O)CCCC2)(C(=O)OC)C(F)(F)F (stereo unspecified),i,52,i,-2,4%,2.9,1.7,0.4,i,8%,-1.3,1168,4,15,-2.3,0.036,-0.64,0.31
O=c1[nH]c(=S)[nH]c2[nH]c(=S)[nH]c12,i,12,i,14,21%,3.6,2.8,2.1,i,26%,-0.7,1511,0,-2,1.1,0.046,1.1,-0.34
Cc1c(N=Cc2cc(Br)cc(Br)c2O)cccc1C(=O)O,i,48,i,-7,-3%,1.8,4.6,8.0,i,6%,1.1,530,3,21,1.1,-0.26,0.073,-0.34
COc1cc2nc(N3CCNCC3)nc(N)c2cc1OC,i,27,i,8,4%,2.0,2.0,6.4,i,-87%,-0.4,1127,17,-8,1.2,-0.2,0.49,-0.93
O=C(O)c1ccccc1SCc1ccc2c(c1)OCO2,i,58,i,-1,7%,2.2,2.2,98,i,30%,-5.9,1187,6,2,-0.33,-0.26,0.11,1.1

# Ordered by molecular weight (lowest first): some entries from above.
SMILES,T cell modulator,T cell modulator vesicle-bound %,Autophagy mod,Autophagy mod cell loss 18 h,P. falciparum M1AAP,MT stabilizer,MT stabilizer Hoechst-high %,MT stabilizer cytotoxicity %,Yfh1-depleted yeast,M17LAP inhibition,bCat nuc transl,bCat nuc transl cell count 5 µM,WT yeast gro inh,WT yeast gro inh mutant strain,Dynein transport,Dynein transport cytoplasmic EGFP,Dynein transport nuclear GR-EGFP,Dynein transport cell count
CCC1NC(=S)N(C2CCCCC2)C1=O (stereo unspecified),i,31,i,-1,2%,1.3,0.7,6.6,i,10%,.,.,13,10,-0.62,-0.2,-0.81,0.25
Cc1ccc(S(=O)(=O)N(C)Cc2cc3ccccc3[nH]c2=O)cc1,i,20,i,-7,-2%,2.7,1.0,29,i,-4%,.,.,-14,-15,0.93,-0.29,0.83,-0.097
Cc1c(N=Cc2cc(Br)cc(Br)c2O)cccc1C(=O)O,i,48,i,-7,-3%,1.8,4.6,8.0,i,6%,1.1,530,3,21,1.1,-0.26,0.073,-0.34
